# Screening data (PubChem BioAssay)
# RPL19A TOR yeast: modulators of TOR pathway RPL19A-GFP in S. cerevisiae; S. cerevisiae RPL19A-GFP strain, flow cytometry, 3 h; hits give low values; percent response vs DMSO, % at 10 µM; actives 0.3% (n = 330,000); AID 2025;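 active means percent response vs DMSO below 50%; inconclusive means fewer than 70 events counted for the yeast strain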;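 further: median channel GFP fluorescence of the barcoded RPL19A-GFP strain; ratio of sample median GFP to plate DMSO average so 100% = DMSO; lower means less RPL19A-GFP as with rapamycin TOR inhibition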
# CIT2 TOR yeast: modulators of TOR pathway CIT2-GFP in S. cerevisiae; S. cerevisiae CIT2-GFP strain, flow cytometry, 3 h; 100 means same as DMSO wells; GFP response vs DMSO, % at 10 µM; actives 0.065% (n = 320,000); AID 2029;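 active means GFP response relative to DMSO above a set limit, near the screen mean plus 3 SD, cut at about 150% in these data; inconclusive means Fewer than 70 cells measured for a yeast strain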;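 further: ratio of well median GFP fluorescence to mean of DMSO wells on the plate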
# MEP2-GFP yeast: modulators of TOR pathway MEP2-GFP in S. cerevisiae | S. cerevisiae MEP2-GFP strain, flow cytometry GFP, 3 h; 100% = DMSO control level | GFP response vs DMSO, % at 10 µM | actives 0.51% (n = 330,000);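 active means GFP response versus DMSO above a set limit, roughly screen mean plus 3 SD, cut at about 180% in these data; inconclusive means fewer than 70 cells counted for a yeast strain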;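 further: median GFP fluorescence of the barcode-gated MEP2-GFP cells per well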
# AGP1 TOR yeast: alters AGP1-GFP fluorescence in TOR pathway yeast screen. S. cerevisiae AGP1-GFP multiplex flow cytometry, 3 h; GFP as percent of DMSO wells. actives 0.02% (n = 320,000). GFP response vs DMSO, % at 10 µM;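 active means GFP response relative to DMSO above a set limit, near screen average plus 3 SD, cut at about 150% in these data; inconclusive means fewer than 70 cells counted for the yeast strain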;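 further: median GFP channel fluorescence of the gated AGP1 strain per well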
# VLA-4 inh: inhibition in a human VLA-4 binding assay; VLA-4 expressing cells, ligand binding flow cytometry; inhibition, % (about 7 µM as worked out from the volumes in the protocol); actives 0.2% (n = 330,000); in the data active means inhibition above about 50%
# Target sequence (P13612 whole entry, looked up): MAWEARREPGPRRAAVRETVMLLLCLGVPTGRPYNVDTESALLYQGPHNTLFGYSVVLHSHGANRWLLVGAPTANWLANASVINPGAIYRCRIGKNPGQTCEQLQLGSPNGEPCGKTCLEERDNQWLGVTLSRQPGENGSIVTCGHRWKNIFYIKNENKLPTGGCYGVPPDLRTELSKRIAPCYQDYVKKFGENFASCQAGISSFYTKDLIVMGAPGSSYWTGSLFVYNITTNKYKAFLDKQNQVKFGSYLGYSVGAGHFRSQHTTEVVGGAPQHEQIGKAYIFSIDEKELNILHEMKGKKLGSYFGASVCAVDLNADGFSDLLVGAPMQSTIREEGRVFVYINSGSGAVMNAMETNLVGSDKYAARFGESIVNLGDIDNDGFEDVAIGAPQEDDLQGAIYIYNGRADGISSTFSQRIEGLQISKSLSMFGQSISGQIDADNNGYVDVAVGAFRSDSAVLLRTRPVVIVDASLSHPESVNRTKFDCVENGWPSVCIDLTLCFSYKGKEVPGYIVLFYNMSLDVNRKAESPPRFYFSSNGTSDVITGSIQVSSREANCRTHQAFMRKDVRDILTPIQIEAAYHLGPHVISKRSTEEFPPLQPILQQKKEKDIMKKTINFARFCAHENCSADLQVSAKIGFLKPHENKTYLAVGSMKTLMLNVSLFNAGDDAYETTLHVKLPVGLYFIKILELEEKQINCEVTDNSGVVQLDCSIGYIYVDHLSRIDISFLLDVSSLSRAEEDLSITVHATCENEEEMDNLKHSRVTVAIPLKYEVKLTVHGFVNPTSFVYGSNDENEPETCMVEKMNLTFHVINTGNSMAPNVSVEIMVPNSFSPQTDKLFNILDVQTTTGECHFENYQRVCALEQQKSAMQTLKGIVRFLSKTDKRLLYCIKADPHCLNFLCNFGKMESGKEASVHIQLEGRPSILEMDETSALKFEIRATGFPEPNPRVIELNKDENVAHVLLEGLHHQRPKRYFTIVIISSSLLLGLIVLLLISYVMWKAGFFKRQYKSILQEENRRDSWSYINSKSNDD
# LAP4 TOR yeast: modulators of TOR pathway LAP4-GFP in S. cerevisiae. S. cerevisiae LAP4-GFP multiplex, flow cytometry GFP, 3 h; median GFP as percent of DMSO wells. GFP response vs DMSO, % at 10 µM. actives 0.34% (n = 320,000). AID 2023;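 active means GFP response vs DMSO above a set limit, about the screen mean plus 3 SD, cut at about 150% in these data; inconclusive means under 70 cell events counted for the yeast strain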
# CR mimetic SO: caloric restriction mimetics inhibiting age-related superoxide in yeast | S. cerevisiae aged cells, superoxide DHE fluorescence; hits give low values | superoxide response (% of plate mean), % at 10 µM | actives 0.18% (n = 330,000) | AID 2690;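 active means superoxide response under a set limit, about three screen SD below normal, cut at about 65% in these data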;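 further: yeast aged for seven days with compound at 30 °C before DHE staining; 100% = average MFI of all compound-treated wells on the plate with controls excluded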
# GRK2 inh: inhibitors of human GRK2 displacing RNA aptamer; bead flow cytometry, FAM-aptamer displacement from GRK2; actives 0.59% (n = 330,000); AID 488847; inhibition of aptamer binding, % at 10 µM;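 active means inhibition of aptamer binding above 40%, roughly 3 SD of noise, on plates passing a quality check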;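 further: median bead fluorescence of bound FAM aptamer so fluorescent compounds give negative values; no value below 0 was filed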
# An asterisk follows results filed as active; i = inactive; u = inconclusive; x = no result given; [ ] = dose if it differs, or a comment.
SMILES,RPL19A TOR yeast,CIT2 TOR yeast,MEP2-GFP yeast,AGP1 TOR yeast,VLA-4 inh,LAP4 TOR yeast,CR mimetic SO,GRK2 inh
O=C(COC(=O)/C=C/c1ccccc1)NNC(=O)c1ccc([N+](=O)[O-])cc1,100,112,100,104,-18,101,96,1
O=C(N=C1c2ccccc2CN1c1ccc(F)cc1)c1ccc(Cl)nc1,99,97,103,101,13,95,90,3
Cc1ccc(C(=O)N2CCn3c(C)ccc3C2C)cc1 (stereo unspecified),98,108,99,115,-8,106,103,0
O=C(c1ccco1)N1CCN(c2ccc([N+](=O)[O-])c(N3CCOCC3)c2)CC1,99,117,116,x,-433,117,115,0
CCc1nc2c(nnn2Cc2ccc(F)cc2)c(=O)[nH]1,101,109,104,109,13,98,102,2
Cc1ccc2nc(/C(C#N)=C/c3ccc(O)c(O)c3)[nH]c2c1,115,150*,189*,109,i,148,95,0
O=C(Cn1c(C(=O)N2CCc3ccccc3C2)cc2sccc21)c1ccccc1,95,93,99,97,2,99,132,2
COc1ccc(CCNC(=O)c2nonc2N)cc1,103,106,98,115,-2,102,91,0
O=C(NCc1n[nH]c(=S)n1-c1ccc(Br)cc1)c1ccc(S(=O)(=O)N2CCCCC2)cc1,102,105,109,103,0,97,86,5
O=C(NCc1cccc(C(F)(F)F)c1)c1cc(Cl)ccc1Cl,u,103[may fluoresce red],94[may fluoresce red],u,23,58[may fluoresce red],113,0
CCOC(=O)C1(Cc2ccccc2Cl)CCN(C(=O)c2cc(C)on2)CC1,97,64,111,89,8,102,117,1
Oc1cc2ccccc2cc1-c1n[nH]c(=S)o1,100,95,98,91,18,100,120,4
O=C(CN(Cc1ccco1)Cc1cccs1)N1CCN(S(=O)(=O)c2cccc(F)c2)CC1,91,101,94,100,3,97,96,1
CN=C(Nc1ccc(C)c(C)c1)SC1CC(=O)N(c2ccc(OC)cc2)C1=O (stereo unspecified),107,102,105,101,6,102,100,0
Cn1c(SCc2ccc(F)cc2)nnc1-c1cnccn1,95,98,96,103,19,102,104,0
CCOC(=O)N1CCC(NS(=O)(=O)c2cc(C(=O)OC)n(C)c2)CC1,103,103,98,102,1,104,101,3
COc1cccc(C(C(=O)NC(C)(C)C)N(Cc2ccc(C)cc2)C(=O)CCC(=O)Nc2cc(C)on2)c1OC (stereo unspecified),99,111,104,104,-2,100,85,5
Cc1ccc(Cc2nc(-c3ccccn3)no2)cc1,103,91,97,100,9,98,103,0
CCN(CC)CC(=O)Nc1ccc(C)cc1Br,105,106,108,110,-14,105,107,2
Cc1ccccc1N1CCN(CCC(=O)Nc2ccc(F)cc2)CC1,103,103,109,102,-1,98,114,3

# Laid out differently: entries from further up
Oc1cc2ccccc2cc1-c1n[nH]c(=S)o1
  RPL19A TOR yeast: 100	CIT2 TOR yeast: 95	MEP2-GFP yeast: 98	AGP1 TOR yeast: 91	VLA-4 inh: 18	LAP4 TOR yeast: 100	CR mimetic SO: 120	GRK2 inh: 4

O=C(CN(Cc1ccco1)Cc1cccs1)N1CCN(S(=O)(=O)c2cccc(F)c2)CC1
  RPL19A TOR yeast: 91	CIT2 TOR yeast: 101	MEP2-GFP yeast: 94	AGP1 TOR yeast: 100	VLA-4 inh: 3	LAP4 TOR yeast: 97	CR mimetic SO: 96	GRK2 inh: 1

CN=C(Nc1ccc(C)c(C)c1)SC1CC(=O)N(c2ccc(OC)cc2)C1=O (stereo unspecified)
  RPL19A TOR yeast: 107	CIT2 TOR yeast: 102	MEP2-GFP yeast: 105	AGP1 TOR yeast: 101	VLA-4 inh: 6	LAP4 TOR yeast: 102	CR mimetic SO: 100	GRK2 inh: 0

# Remaining list, next part:
SMILES,RPL19A TOR yeast,CIT2 TOR yeast,MEP2-GFP yeast,AGP1 TOR yeast,VLA-4 inh,LAP4 TOR yeast,CR mimetic SO,GRK2 inh
CSc1cc(C)nc(NC(C)=O)n1,94,107,101,99,27,89,104,12
N#Cc1nc(-c2ccco2)oc1N1CCCC1,99,105,103,96,4,94,106,1
CCN1CCN(c2cc3c(cc2F)c(=O)c(C(=O)O)cn3C2CC2)CC1,96,90,97,93,30,110,94,0
COCCNC(=O)CN(c1cc(Cl)ccc1OC)S(C)(=O)=O,98,99,93,100,1,100,87,2
O=C(Nc1ccon1)c1ccccc1Cl,102,89,103,105,1,103,101,2
Cc1c(NC(=O)Nc2ccc3c(c2)OCO3)c(=O)n(-c2ccccc2)n1C,93,112,225*,161*,6,260*,87,1
CC(C)C(=O)Nc1cccc(C(=O)Nc2cc([N+](=O)[O-])ccc2F)c1,95,101,126,60,4,95,103,6
NC(=O)c1ccsc1NC(=O)COC(=O)c1ccccc1NCc1ccco1,97,96,98,98,-5,97,108,4
Cc1cc(OC(C)C(=O)NCc2ccncc2)c2c(C)c(C)c(=O)oc2c1 (stereo unspecified),99,100,102,100,2,92,110,0
CC(Oc1ccccc1)c1ccnn1S(=O)(=O)c1ccccc1 (stereo unspecified),99,90,97,92,8,100,92,1
COC(=O)CN(c1ccc2c(c1)OCCO2)S(=O)(=O)c1ccccc1,87,89,88,90,6,95,94,2
Clc1ccc(CNCC2CCCO2)c(Cl)c1 (stereo unspecified),95,106,91,96,-3,104,116,1
c1ccc(-c2n[nH]c3ccccc23)cc1,100,91,108,92,4,121,114,1
CCOC(=O)c1c(C)[nH]c(C(=O)OCC(=O)NCc2ccccc2)c1C,97,99,102,103,-18,101,100,0
O=C(CC1C(=O)NCCN1Cc1c(F)cccc1Cl)NCCCn1cccn1 (stereo unspecified),97,98,103,106,6,107,96,2
CN(C)S(=O)(=O)c1cccc(C(=O)NC2CCSc3ccccc32)c1 (stereo unspecified),99,95,96,91,17,88,97,4
CCc1cc(C(=O)N/N=C/c2c(C)[nH]c3ccccc23)cs1,113,120,121,113,3,110,107,0
Cc1ccccc1CSCCNC(=O)CSCc1ccc([N+](=O)[O-])cc1,100,98,102,100,2,109,107,0
O=C(c1ccccc1)c1cccc(NC(=O)c2ccco2)c1,93,84,84,81,-5,81,110,0
COc1cccc(-n2nc(C(=O)NCC3CCCO3)c3ccccc3c2=O)c1 (stereo unspecified),105,108,109,110,-7,108,86,2
CCNc1ccccc(C(=O)/C=C/c2ccc3c(c2)OCO3)c1=O,99,95,111,98,12,112,100,7
CCCCCCCN1C2=NCCN2c2ccccc21,96,103,98,105,20,102,111,0
CCCc1cc(=O)oc2cc3occ(C)c3cc12,94,90,97,x,26,105,109,1
COc1ccc(C2NC(c3ccc(OC)cc3)C([N+](=O)[O-])C(C)(C)C2[N+](=O)[O-])cc1 (stereo unspecified),91,90,66,80,0,103,84,0
COc1cccc2c(=O)n(CC(=O)Nc3ccccc3)ccc12,100,103,99,105,12,98,91,1
CCOC(=O)c1cc2cc3ccccc3cc2[nH]1,101,96,104,88,-20,109,129,4
CCOc1ccc(N2C(=O)c3ccccc3C2=O)cc1,101,103,112,106,1,102,92,0
Cc1ccccc1CN1CCN(c2nc3ccccc3s2)CC1,105,110,107,100,1,97,87,0
CC(C(=O)Nc1nccs1)N1C(=O)C2CC=CCC2C1=O (stereo unspecified),102,99,98,107,1,107,107,4
O=S(=O)(c1ccc(Cl)cc1)N1CCN(Cc2ccc(O)c3ncccc23)CC1,103,99,103,101,24,99,102,0
CC(=O)N(CCN(C(C)=O)c1ccccc1)c1ccccc1,97,93,98,98,2,103,89,0
COc1ccc(-n2nc(C(=O)NCC(=O)N3CCC(C)CC3)c3ccccc3c2=O)c(OC)c1,102,101,83,104,10,96,99,1
Cc1ccccc1NS(=O)(=O)c1ccc(C)c(C(N)=O)c1,106,x,97,106,3,111,95,0
COc1ccc(C(=O)Nc2cccc(C(=O)NCc3ccccc3)c2)cc1,95,92,102,96,-3,106,107,0
CCN1CCCC1CN(Cc1cc2cc(C)cc(C)c2[nH]c1=O)C(=O)Nc1ccccc1OC (stereo unspecified),94,89,95,90,19,92,110,0
COc1ccc(N(CC(=O)N/N=C/c2ccc(-c3ccc([N+](=O)[O-])cc3)o2)S(=O)(=O)c2ccc(C)cc2)cc1Cl,107,98,108,103,-13,109,129,9
O=C(NCc1ccc(Cl)cc1)C1CCN(C(=O)c2ccco2)CC1,97,107,89,94,18,87,96,3
CCn1cc(C(=O)Nc2ccccc2C(=O)OC)cn1,94,84,89,91,0,97,100,1
CNc1ccc(Cl)nn1,100,111,91,103,-9,93,109,0
CCCc1[nH]nc2c1C(c1ccccc1OCC)C(C#N)=C(N)O2 (stereo unspecified),102,102,102,101,6,101,87,2
CC1(C)Cc2c(cnn2-c2ccc(F)cc2)C(NC(=O)CCn2cncn2)C1 (stereo unspecified),102,89,85,89,-9,79,103,0
CCC(=O)Nc1nc(C)c(-c2csc(Nc3cccc(C(=O)O)c3)n2)s1,96,103,107,99,-8,107,114,0
Cc1ccc(Cn2ncc3c(NN)ncnc32)cc1,103,104,135,90,8,112,104,0
COc1ccc(N2CCN(C(=O)CCCn3c(=S)[nH]c4cc5c(cc4c3=O)OCO5)CC2)cc1,96,76,97,94,-9,88,74,1
CC(NC(=O)CCCc1c[nH]c2ccccc12)c1ccc(F)cc1 (stereo unspecified),100,98,106,98,-13,95,121,9
O=C(Cn1nnc(-c2ccc(F)cc2)n1)OCC(=O)c1ccccc1,96,94,97,100,2,101,101,1
O=C(Cc1cccc(NC(=O)C2CCCN(C(=O)C3CCC3)C2)c1)Nc1cccc(C(=O)N2CCCC2)c1 (stereo unspecified),97,100,86,95,0,93,102,1
NC(=O)C1=C[C@H](c2csc3ccccc23)C[C@H](OCCCCO)O1,100,106,94,95,12,108,100,4
CN(C)S(=O)(=O)c1ccc(Cl)c(C(=O)Nc2nc3ccccc3[nH]2)c1,101,90,104,106,-6,104,90,2
COc1ccccc1CNC(=O)CCc1cn(C)c2ccccc12,102,97,118,99,5,98,100,0
Cc1cc(-c2n[nH]c(=S)n2-c2ccc(F)cc2)nn1C,105,105,106,105,13,95,127,12
COC(=O)c1ccc(NC(=O)N2CCCC(C(=O)c3ccccc3OC)C2)cc1 (stereo unspecified),99,90,103,93,-4,104,110,1
CCCCN1C(=O)C(=O)N(CC(=O)Nc2sc(C)c(CC)c2C(=O)OCC)C1=O,100,103,94,103,10,104,93,12
O=C(Cn1c(=O)n(-c2ccccc2)c(=O)c2oc3ccccc3c21)Nc1ccccc1,103,99,96,104,13,95,106,1
CCCSc1nsc(NC(=O)c2cccnc2OCC)n1,90,87,100,86,1,90,93,2
O=C(c1cc(COc2ccc(F)cc2F)on1)N1CCSCC1,98,96,98,98,10,103,94,3
Cc1c(CN2CCC(CO)(CCOc3ccccc3)CC2)[nH]c2c(Cl)cccc12,95,88,98,103,16,95,112,0
COc1cc(O)oc1C=Nc1ccc(Cl)cc1Cl,99,102,101,x,-10,109,91,0
O=C(Cn1cnc([N+](=O)[O-])n1)N/N=C/c1ccccc1O,95,105,100,103,-2,102,114,0
Cc1ccc(-n2c(-c3ccccc3)c[n+]3c2CCc2ccccc2-3)c(C)c1,104,90,106,98,22,99,120,0
CN1CCN(S(=O)(=O)c2ccc(NC(=S)NC(=O)C3CCCC3)cc2)CC1,89,x,93,86,-4,84,105,0
CN(C(=O)COC(=O)c1ccc(-c2ccc(O)cc2)cc1)C1CCS(=O)(=O)C1 (stereo unspecified),96,102,100,100,0,100,77,4
CC(=O)c1cccc(NC(=O)COC(=O)CCC(=O)c2ccc(F)cc2)c1,96,103,93,96,-7,88,102,4

# Limited to CR mimetic SO, LAP4 TOR yeast and VLA-4 inh, for two of the compounds above:
Structure	CR mimetic SO	LAP4 TOR yeast	VLA-4 inh
O=C(Cn1nnc(-c2ccc(F)cc2)n1)OCC(=O)c1ccccc1	101	101	2
CC(NC(=O)CCCc1c[nH]c2ccccc12)c1ccc(F)cc1 (stereo unspecified)	121	95	-13
